NSD2 inh = inhibitors of human histone methyltransferase NSD2; O96028; NSD2 peptide methylation, AlphaScreen, 120 min; inhibition, % at 12.5 µM; 310,000 tested, 0.54% active; AID 743445; in the data active means inhibition above about 50%
CDK5 p35 inh = inhibitors of human CDK5/p35 kinase; Q00535+Q15078; Recombinant CDK5/p35, ADP-Glo luminescence, 60 min; inhibition, % at 10 µM; 330,000 tested, 0.01% active;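 active means highest replicate inhibition of at least 50% and at least 75% of replicates reaching 50%; inconclusive means only one of the two criteria met; inactive means both criteria failed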;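 further: plate controls were DMSO neutral control for no effect and GW8510 at 10 µM for full effect; many of its hits are not listed in these tables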
dFosB activator = enhances mouse delta FosB homodimer DNA binding | 340,000 tested, 0.99% active | purified delta FosB, TAMRA-CDK5 oligo fluorescence polarization; percent of positive-control signal above neutral wells | activation, % at 25 µM;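 active means mean activation above about 17%, with every replicate also reaching it, limit read from the data, passing the limit was not always enough; inconclusive means only one of the two conditions met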;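 further: fluorescence polarization rise as delta FosB binds a TAMRA Cdk5 AP-1 oligo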
C-LANA FP = blocks KSHV LANA C-terminal domain binding to DNA; MBP-C-LANA/FAM-LBS DNA binding, fluorescence polarization; 340,000 tested, 0.078% active; inhibition, % at 9 µM;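 active means highest replicate inhibition at or above 60% at 9 µM, even if other replicates fall short; inactive means all replicates below 60% inhibition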;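 further: 0% = neutral control wells and 100% = 4 µM acridine orange control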
SUMO Mot1 rescue = blocks SUMOylation pathway, rescuing yeast Mot1-301 growth; growth rescue, % at 18.8 µM; AID 2716; S. cerevisiae Mot1-301 growth rescue, ATP luminescence, 38.5C; percent above DMSO median, 100 means doubled; 320,000 tested, 1% active;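 active means every valid replicate shows activation above 250% relative to neutral control wells; inactive means the rest, any valid replicate at or below 250%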;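 further: OY570 slx delta 5 strain wells were the positive control but not used for scaling; some compounds called inactive have numbers as strong as hits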
cardiac RTF act = increases calcium sensitivity of human cardiac regulated thin filaments. P19429+P45379. IANBD-labeled TnC RTF fluorescence at EC20 calcium; 0% EC20 calcium, 100% full calcium. activation, % at 7.2 µM. 340,000 tested, 0.24% active;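 active means activation above the mean over all tested compounds plus 3 SD, cut at about 30% in these data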;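 further: rise in fluorescence read as greater calcium sensitivity of cardiac thin filaments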
PvdQ acylase = P. aeruginosa PvdQ acylase inhibition; AID 488965; purified PvdQ acylase, fluorescence plate reader; inhibition, % at 10 µM; 340,000 tested, 0.063% active; in the data active means inhibition above about 30%, passing the limit was not always enough; inconclusive means no clear call, values can overlap the other calls;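 further: 0% = vehicle neutral wells and 100% = reference inhibitor wells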
Cardiac RTF inh = cardiac RTF calcium desensitization. 340,000 tested, 0.12% active. IANBD-labeled cardiac RTF, Ca2+ fluorescence. P19429+P45379. inhibition, % at 7.15 µM;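 active means inhibition above the mean inhibition of all tested compounds plus 3 SD, cut at about 17% in these data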;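 further: assay run at fixed EC70 calcium of 1.6 mM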
Keap1-Nrf2 PPI = disrupts human Keap1 binding to Nrf2 peptide; Q14145; Keap1 Kelch-Nrf2 peptide fluorescence polarization, 1536-well; inhibition, % at 9.4 µM; 340,000 tested, 0.15% active; AID 504523; in the data active means inhibition above about 12%; inconclusive means no clear call, values can overlap the other calls; inactive means below about 7.3%;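 further: human Keap1 Kelch domain with fluorescein labeled Nrf2 9mer peptide probe; 0% = neutral control wells and 100% = peptide positive control; higher means more block of Keap1 binding to Nrf2 peptide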
Target sequence (Q14145 whole entry, looked up, the tested form may be a part): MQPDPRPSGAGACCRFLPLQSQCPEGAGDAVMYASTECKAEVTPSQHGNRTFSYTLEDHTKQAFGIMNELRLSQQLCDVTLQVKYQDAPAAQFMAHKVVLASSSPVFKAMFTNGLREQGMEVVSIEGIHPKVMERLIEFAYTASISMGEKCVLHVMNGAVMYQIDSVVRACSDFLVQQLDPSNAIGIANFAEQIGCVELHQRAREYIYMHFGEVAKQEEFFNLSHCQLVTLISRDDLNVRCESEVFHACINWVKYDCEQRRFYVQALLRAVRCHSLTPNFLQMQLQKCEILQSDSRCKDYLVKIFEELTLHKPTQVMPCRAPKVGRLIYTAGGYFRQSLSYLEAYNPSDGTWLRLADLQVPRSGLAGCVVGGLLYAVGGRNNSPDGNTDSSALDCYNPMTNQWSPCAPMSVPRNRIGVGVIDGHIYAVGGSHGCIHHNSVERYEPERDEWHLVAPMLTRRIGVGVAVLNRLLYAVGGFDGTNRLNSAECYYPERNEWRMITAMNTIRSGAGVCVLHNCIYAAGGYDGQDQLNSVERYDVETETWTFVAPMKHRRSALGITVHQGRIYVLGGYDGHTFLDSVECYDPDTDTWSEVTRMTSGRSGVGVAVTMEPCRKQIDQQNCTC
Rtt109 HAT inh = C. albicans Rtt109 histone acetyltransferase inhibition | Q5AAJ8 | purified Rtt109/Vps75, ThioGlo CoA-SH fluorescence, 4 h | inhibition, % at 34.9 µM | 330,000 tested, 0.16% active | AID 540336;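 active means inhibition of at least 50% in every replicate; inconclusive means best replicate reaches 50% inhibition but some replicates fall short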
Target sequence (Q5AAJ8 whole entry, looked up): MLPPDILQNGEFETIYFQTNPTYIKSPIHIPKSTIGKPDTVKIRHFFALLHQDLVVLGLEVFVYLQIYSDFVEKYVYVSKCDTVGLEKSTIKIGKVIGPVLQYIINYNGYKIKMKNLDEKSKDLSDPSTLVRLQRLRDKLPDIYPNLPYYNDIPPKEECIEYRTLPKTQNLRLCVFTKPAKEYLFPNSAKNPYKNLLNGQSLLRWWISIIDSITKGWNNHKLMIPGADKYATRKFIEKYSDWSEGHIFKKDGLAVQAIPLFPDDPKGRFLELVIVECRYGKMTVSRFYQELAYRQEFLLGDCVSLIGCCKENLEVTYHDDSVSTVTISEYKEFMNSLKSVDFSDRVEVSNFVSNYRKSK
PfHsp90 set2 = reduces growth (ATP signal) of yeast expressing P. falciparum Hsp90 | 310,000 tested, 0.32% active | inhibition, % at 9.4 µM | S. cerevisiae expressing PfHsp90, BacTiter-Glo ATP, 48 h; yeast lacking PDR1 and PDR3 efflux regulators;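 active means every replicate shows inhibition above about 80%, whatever the replicate mean, limit read from the data; inconclusive means mean inhibition reaches the set limit but some replicate falls short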;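 further: 0% = DMSO neutral controls and 100% = 20 µM radicicol positive controls; yeast relying on Plasmodium falciparum Hsp90 in place of its own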
* marks the source's active call; other numbers are inactive results; i = inactive; ? = inconclusive; / = no result given.

SMILES	NSD2 inh	CDK5 p35 inh	dFosB activator	C-LANA FP	SUMO Mot1 rescue	cardiac RTF act	PvdQ acylase	Cardiac RTF inh	Keap1-Nrf2 PPI	Rtt109 HAT inh	PfHsp90 set2
COc1ccc(OCC(=O)Nc2cccc(S(=O)(=O)N(C)c3ccccc3)c2)c([N+](=O)[O-])c1	-1	-3.1	-6	-0.4	21	0	-1	-10	-4	4	-4
CC(C)Oc1ccc(-c2cc(C(=O)NCCN3CCOCC3)c3ccccc3n2)cc1	-3	1.2	-1	-0.4	0	-1	-15	-5	-1	-12	12
CCOc1cc(C(=O)Nc2cc(C)on2)cc(OCC)c1OCC	-4	-1.6	-16	1.0	42	1	8	1	-5	12	/
Cn1cnnc1SC1CCCCC1NS(=O)(=O)c1ccccc1 (stereo not given)	-2	-0.5	-3	0.3	-18	8	-14	-11	-5	0	-5
COc1ccc(-n2c(SCC(=O)C(C)(C)C)nc3c(sc(=S)n3-c3ccccc3)c2=O)c(OC)c1	5	-0.3	-4	0.3	151	-2	2	2	3	3	-16
CCCc1cc2c(=O)c(-c3ccc4c(c3)OCCO4)coc2cc1OS(C)(=O)=O	-2	-2.3	-10	0.6	-4	-4	-10	-4	-4	-9	-13
COC(=O)c1nc2ccccc2s1	/	2.8	6	-1.4	7	1	-17	-5	-3	-4	-8
Cc1csc(NC(=O)CN2C(=O)COc3ccc(Cl)cc32)n1	-7	-0.7	29*	1.5	-17	8	-13	-8	-2	-3	/
COc1ccccc1/C=C/C(=O)NCC(=O)N=Nc1c(O)[nH]c2ccccc12	1	-2.5	8	-0.2	-4	0	-5	-18	-6	7	12
CCOC(=O)c1cc(C#N)c(SCC(=O)OC)[nH]c1=O	2	0.2	2	0.9	9	-2	7	3	3	1	10
CC(=C/c1ccc(C(C)C)cc1)/C=N/NC(=O)CSc1ccccn1	4	-0.8	-13	0.4	18	0	-2	-6	-1	22	-2
O=C(NC1CC1)C1CCN(c2ncccn2)CC1	-1	2.6	-6	-1.3	3	1	11	-20	-2	7	1
CC1CC(C)CN(C(=O)C(Cc2ccccc2)NC(=O)c2ccccc2)C1 (stereo not given)	1	0.5	-3	-0.3	-18	-9	6	-2	-2	-5	/
CCOC(=O)C[N+](C)(C)CCOC1CC2CCC1(C)C2(C)C (stereo not given)	0	-0.8	-2	0.6	-13	1	-4	-3	1	0	-29
O=C(O)c1ccccc1NCc1ccsc1	0	-0.4	-6	3.3	-4	-1	-5	3	-2	-2	-14
COc1cccc(-c2nnc(NC(=O)c3ccc(S(=O)(=O)N4CC(C)OC(C)C4)cc3)o2)c1 (stereo not given)	/	-1.7	-7	-0.1	-4	5	3	-2	1	1	-10
CN(Cc1ccco1)C(=O)C1CCC(=O)N1Cc1ccc(F)cc1 (stereo not given)	-1	0.5	2	0.0	4	1	-14	-8	-4	-13	5
Cc1ccccc1NC(=O)CSc1n[nH]c(-c2ccco2)n1	22	0.9	1	-1.2	-7	4	-16	-18	-7	-8	21
Cc1ccc(NC(=O)CN2C(=O)S/C(=C\c3ccccn3)C2=O)cc1C	0	-3.0	?	-0.4	16	2	-11	-1	-11	-5	4
CCn1nc(C(=O)OCc2c(C)noc2C)c2ccccc2c1=O	1	-0.6	-11	3.4	-10	-2	8	-6	-1	16	17

The last five entries of the part before are carried over, then new ones follow:
SMILES	NSD2 inh	CDK5 p35 inh	dFosB activator	C-LANA FP	SUMO Mot1 rescue	cardiac RTF act	PvdQ acylase	Cardiac RTF inh	Keap1-Nrf2 PPI	Rtt109 HAT inh	PfHsp90 set2
COc1cccc(-c2nnc(NC(=O)c3ccc(S(=O)(=O)N4CC(C)OC(C)C4)cc3)o2)c1 (stereo not given)	/	-1.7	-7	-0.1	-4	5	3	-2	1	1	-10
CN(Cc1ccco1)C(=O)C1CCC(=O)N1Cc1ccc(F)cc1 (stereo not given)	-1	0.5	2	0.0	4	1	-14	-8	-4	-13	5
Cc1ccccc1NC(=O)CSc1n[nH]c(-c2ccco2)n1	22	0.9	1	-1.2	-7	4	-16	-18	-7	-8	21
Cc1ccc(NC(=O)CN2C(=O)S/C(=C\c3ccccn3)C2=O)cc1C	0	-3.0	?	-0.4	16	2	-11	-1	-11	-5	4
CCn1nc(C(=O)OCc2c(C)noc2C)c2ccccc2c1=O	1	-0.6	-11	3.4	-10	-2	8	-6	-1	16	17
O=c1oc2ccccc2cc1-c1csc(Nc2nc3c(F)cccc3s2)n1	-1	-3.9	-1	-2.1	8	8	-4	-1	-8	4	-21
O=C(O)CSc1nc2sc3c(c2c(=O)n1Cc1ccccc1)CCCCC3	0	-0.5	-1	-2.1	1	10	5	-5	2	0	-13
Cc1ccccc1CNC(=O)CCCC(=O)n1nc(C)c2ccccc21	-1	0.0	-9	-0.4	4	0	0	-1	0	3	1
Cc1n[nH]c2ccccc2c1=O	1	2.1	3	-2.8	/	-1	-14	-6	2	-3	1
Cc1ccc(NC(=O)c2ccc3c(c2)nnn3C)cc1	44	0.6	2	-0.9	-27	0	-19	-22	-3	-2	-2
Nc1nc(SCc2nc3sc4c(c3c(=O)[nH]2)CCCC4)n[nH]1	1	-0.7	-2	-0.4	11	1	-3	-29	-6	-4	-22
O=C(CCNC(=O)c1ccco1)Nc1ccc(Cl)c(C(F)(F)F)c1	-1	0.2	-9	0.7	i	0	5	-4	-2	-2	4
Cc1ccc(CSc2ccc3nnc(-c4ccccn4)n3n2)cc1	50	-0.3	-17	-2.2	303	5	-10	-3	1	29	-6
COC(=O)c1cc(=O)nc2sc(-c3cccs3)nn12	-1	-0.3	1	0.4	10	3	-15	-16	-3	-6	2
Cn1nnnc1SCC(=O)Nc1ccc(C(=O)N2CCN(Cc3ccccc3F)CC2)cc1	1	-2.1	-5	-1.3	23	0	-17	-3	0	-1	-5
COc1ccc(CCNC(=O)c2ccccc2OCc2c(C)noc2C)cc1	-3	1.3	-5	-0.1	81	21	8	-5	-2	1	-11
O=C(COC(=O)COc1ccc(Cl)cc1)NC1CCS(=O)(=O)C1 (stereo not given)	-4	0.6	4	-0.1	/	-7	3	-5	-3	18	-6
CC(C)(Cc1ccccc1)/[N+]([O-])=C\c1ccccc1	/	-1.5	-8	-0.1	-4	6	-10	-2	-6	-1	5
CCOC(=O)C1CCN(Cc2nc(-c3ccc(OC)c(OC)c3)no2)CC1	/	0.4	1	0.1	13	6	-8	-11	-3	2	32
Cn1cc([N+](=O)[O-])c(C(=O)N/N=C/c2cc3c(cc2Br)OCO3)n1	0	-5.4	-8	-1.5	-23	-5	-5	1	-6	-1	16
O=C(NCCc1ccccc1)C1CCCN1C(=O)Nc1ccc(Cl)cc1 (stereo not given)	0	-0.5	-3	-0.1	2	-1	-15	-4	0	-2	-6
CC(=O)Oc1ccc(C(=O)Nc2ccc(S(=O)(=O)NCC3CCCO3)cc2)cc1 (stereo not given)	2	1.5	-13	1.0	-5	-7	-14	-14	0	-5	-6
CCOC(=O)C1CCCN(C(=S)Nc2ccc(S(=O)(=O)N3CCOCC3)cc2)C1 (stereo not given)	-3	0.2	-3	-1.2	-16	-1	-9	-8	1	-5	/
CCCCCCCC(=O)OC(CN1CCCCCC1)CN1CCCC1=O (stereo not given)	-1	0.9	-6	0.5	76	3	-5	-3	-2	5	-3
O=C(c1cccs1)c1ccc(-c2cccs2)s1	0	2.2	-12	1.8	68	3	12	-5	-5	0	1
Cc1ccc(C(=O)NC(=C(Cl)Cl)S(=O)(=O)c2ccc(Cl)cc2)cc1	1	5.0	-10	1.2	12	4	3	-11	-2	6	-12
CN(C)S(=O)(=O)c1ccc(Cl)c(NC(=O)CSc2nc3c(cc2C#N)C(=O)CC(C)(C)C3)c1	-1	0.4	-5	-0.9	-7	-6	-7	9	-10	5	2
Cc1cc(C)cc(NC(=O)CSc2nnc(Cn3c(=O)sc4ccccc43)n2C)c1	/	-0.2	-3	-0.1	3	3	1	-3	4	4	-35
Cc1nc(CNS(=O)(=O)c2cc([N+](=O)[O-])ccc2C)cs1	-8	0.6	2	-11	6	-1	17	2	-4	4	1
CCCCCCn1c(SCC(C)C)nc2c1c(=O)[nH]c(=O)n2C	36	0.1	3	-0.7	-3	-6	-19	-2	-2	0	-11
O=C(CN1C2=NCCN2c2ccccc21)c1cccs1	-2	0.3	-8	1.1	6	3	-9	-7	-3	-2	-8
CCc1ccc2[nH]c(=O)c(CN(Cc3ccccc3OC)Cc3nnnn3Cc3ccco3)cc2c1	-2	0.1	-2	-1.1	16	-12	5	-1	-6	7	-11
COc1ccc(NC(=O)c2c[nH]c(=O)n(-c3ccc(C)c(C)c3)c2=O)c(OC)c1	/	-1.2	35*	0.6	/	-3	-10	-1	1	-19	-8
CS(=O)(=O)N1CCc2cc(C(=O)Nc3ccccc3Cl)ccc21	0	0.9	-6	/	-10	2	2	-5	-8	21	-8
Cc1ccc(CS(=O)(=O)CC(C)(O)c2ccccc2)cc1 (stereo not given)	-1	2.7	1	0.7	-20	7	-19	-13	2	5	-12
CC(Oc1ccccc1)C(=O)OCC(=O)N1CC(=O)Nc2ccccc21 (stereo not given)	-4	-2.1	2	0.0	-8	7	-5	-6	-3	1	7
CCOc1ccc(CN2CCN(Cc3cccn3-c3cccnc3)CC2CCO)cc1 (stereo not given)	7	0.3	-7	-0.4	6	7	-13	-23	-3	/	23
CC(C)(C)OC(=O)NCCCC[C@H](NC(=O)c1[nH]cnc1C(=O)Nc1ccc(Cl)cc1)C(=O)OC(C)(C)C	/	-2.2	5	-0.3	-34	-2	11	-8	-6	3	-14
O=C1C(Cl)=C(N2CCCCC2)C(=O)N1c1ccccc1	-1	0.4	0	6.2	6	3	-16	1	-11	-40	-24
Cc1cc(C)c(NC(=O)CN(C)CC(=O)N(C)CC(=O)Nc2c(Cl)cccc2Cl)c(C)c1	-1	-7.5	-7	0.5	/	1	-21	-8	-4	1	-4
COc1cccc(-c2nn(C)c3sc(C(=O)NCc4ccccn4)cc23)c1	-5	1.2	-47	-0.3	586	-5	9	-4	0	8	-23

A draw from above in order of molar mass, rising.
SMILES	NSD2 inh	CDK5 p35 inh	dFosB activator	C-LANA FP	SUMO Mot1 rescue	cardiac RTF act	PvdQ acylase	Cardiac RTF inh	Keap1-Nrf2 PPI	Rtt109 HAT inh	PfHsp90 set2
Cc1ccc(CS(=O)(=O)CC(C)(O)c2ccccc2)cc1 (stereo not given)	-1	2.7	1	0.7	-20	7	-19	-13	2	5	-12
Cc1nc(CNS(=O)(=O)c2cc([N+](=O)[O-])ccc2C)cs1	-8	0.6	2	-11	6	-1	17	2	-4	4	1
Cc1ccc(C(=O)NC(=C(Cl)Cl)S(=O)(=O)c2ccc(Cl)cc2)cc1	1	5.0	-10	1.2	12	4	3	-11	-2	6	-12
